Screens from PubChem BioAssay.
MrgX1 allo act: positive allosteric modulators of MrgX1, primary screen, HEK293 cells, Fluo-4 calcium flux; B-score at 10 µM; hit rate 0.63% among 310,000; FDSS; active compounds read high;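 active = plate-corrected calcium response at least 3 library SD above typical, normal starting fluorescence, not activating the receptor alone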;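 note: compound read alongside a low EC10 to EC30 dose of BAM8-22 agonist; peak minus trough fluorescence over baseline measured at the second addition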
Target sequence (Q96LB2 whole entry, looked up): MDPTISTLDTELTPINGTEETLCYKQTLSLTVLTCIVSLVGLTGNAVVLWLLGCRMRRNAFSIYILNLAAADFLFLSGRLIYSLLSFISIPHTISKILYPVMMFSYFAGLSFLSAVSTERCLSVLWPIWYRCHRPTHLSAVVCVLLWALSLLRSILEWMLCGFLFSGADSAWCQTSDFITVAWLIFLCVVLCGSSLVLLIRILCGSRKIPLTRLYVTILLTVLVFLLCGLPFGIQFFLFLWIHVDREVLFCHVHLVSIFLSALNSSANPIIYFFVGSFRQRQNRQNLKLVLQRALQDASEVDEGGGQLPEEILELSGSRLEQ
TRPC6 inhibitor: mouse TRPC6 channel inhibitors, primary screen, cell-based, HEK293, membrane potential dye; AID 2553, 2010; hit rate 1.1% among 310,000; ACh-evoked depolarization; active compounds read low; B-score at 10 µM;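 active = B-score under library mean minus 3 SD, initial fluorescence not abnormally high, positive integrated signal ratio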;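 note: B-score derived from integrated fluorescence ratio over the kinetic read; more negative B-score means stronger inhibition of depolarization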
MrgX1 antag: antagonists of human MrgX1 receptor, primary screen, HEK293 cells, Fluo-4 calcium flux. Mas-related G-protein coupled receptor member X1 (Homo sapiens), Q96LB2. BAM8-22 antagonism; active compounds read low. B-score at 10 µM. hit rate 1.3% among 310,000. AID 588676, 2011;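 active = calcium-response B-score plate-corrected more than 3 library SD below zero, starting fluorescence within 5 deviations, no agonist response on first addition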;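 note: peak minus trough fluorescence over baseline after final BAM8-22 challenge near maximal dose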
TRPC4 potent: positive allosteric modulators of TRPC4, primary screen, cell-based, mouse TRPC4beta, HEK293 mu-opioid, Fluo-4 calcium | DAMGO EC20, Fluo-4 Ca2+ flux; active compounds read high | hit rate 0.42% among 310,000 | B-score at 10 µM | AID 2227, 2009 | Short transient receptor potential channel 4 (Mus musculus), Q9QUQ5;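 active = B-score of calcium response area above 5 SD of library B-scores, with initial fluorescence ratio within 5 SD of library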;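 note: B-score of integrated fluorescence ratio over time as area under calcium response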
TRPC6 act: mouse TRPC6 channel activators, primary screen, cell-based, HEK293, membrane potential dye; hit rate 0.13% among 310,000; AID 2550, 2010; Short transient receptor potential channel 6 (Mus musculus), Q61143; HEK293-TRPC6 membrane potential dye fluorescence; active compounds read high; B-score at 10 µM;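 active = B-score of the integrated fluorescence ratio above library mean plus 3 SD, and starting fluorescence ratio within library mean plus 5 SD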;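 note: higher score means more depolarization so channel activation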
PolyA inhibitor: polyadenylation inhibitors in yeast reporter cells, primary screen, luminescence, S. cerevisiae; hit rate 0.02% among 300,000; S. cerevisiae SKY197-pL101 polyadenylation reporter, beta-gal luminescence; efflux-impaired pdr1/pdr3 knockout yeast; score 100 = 6 SD above DMSO; calls only at 12 µM;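 active = lowest replicate activity score at least 50, where 100 means six control SD above control mean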;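 note: yeast exposed to compound for 9 h at 30 °C; higher score means more reporter readthrough which indicates perturbed polyadenylation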
MrgX1 agonist: agonists of human MrgX1 receptor, primary screen, HEK293 cells, Fluo-4 calcium flux. Fluo-4 calcium fluorescence, agonist mode; active compounds read high. B-score at 10 µM. hit rate 0.44% among 310,000. AID 588627, 2011;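 active = calcium response B-score plate-corrected fluorescence ratio at least 3 library SD, with starting fluorescence B-score inside 5 SD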
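Material: MrgX1-expressing HEK293 cells; input: 15,000 cells per well; doses: test compound given as first of three sequential additions; schedule: overnight plating before 1 h dye loading; technique: Fluo-4 NW calcium-flux fluorescence, kinetic read; evaluation: baseline-normalised fluorescence change ratio, B-scored; control set: plate-wise positive and negative controls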
HIF activator: HIF pathway transcriptional activators, primary screen, cell-based, U2OS HRE-luciferase, luminescence | U2OS HRE-luciferase reporter; normalized: DMSO 0%, desferrioxamine 100% | activation, % at 7.5 µM (by protocol) | hit rate 0.32% among 300,000;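 active = mean activation of at least 10% of the iron chelator positive control signal, with at least half of replicates also reaching 10%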
TRPC4 inh: inhibitors of mouse TRPC4 channel, primary screen, Fluo4 calcium, HEK293 TRPC4beta/mu-opioid cells | Short transient receptor potential channel 4 (Mus musculus), Q9QUQ5 | B-score at 10 µM | DAMGO-evoked Fluo4 calcium flux; active compounds read low | hit rate 0.39% among 300,000 | AID 2247, 2010;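 active = B-score over 3 SD under the library average, no early fluorescence shift, positive overall ratio signal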
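Assay system: TRPC4beta/mu-opioid receptor HEK293 cell line; compound dosing: single concentration per test compound; detection: Fluo4 Ca2+ flux fluorescence; evaluation: per-well B score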
AI-2 QS modul: Vibrio harveyi AI-2 quorum sensing modulators, primary screen, JMH597 strain, luminescence/OD600 ratio | AID 2094, 2009 | activity change, % at 7.5 µM | hit rate 0.4% among 300,000 | Vibrio harveyi JMH597 AI-2 luminescence/OD600 ratio, 9 h; active compounds read low; strain lacks LuxN and CqsS sensors; 0 = neutral-control median; in the data active = activity change below about -75%, passing the limit was not always enough;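 note: luminescence divided by OD600 gain over 9 h not by final OD600 alone; inactives centre near 13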
TRPC4 agonist: activators of mouse TRPC4 channel, primary screen, Fluo4 calcium, HEK293 TRPC4beta/mu-opioid cells; Short transient receptor potential channel 4 (Mus musculus), Q9QUQ5; Fluo4 calcium fluorescence; active compounds read high; hit rate 0.49% among 310,000; B-score at 10 µM;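 active = B-score above 5 SD of library B-scores, and initial fluorescence ratio not above library mean plus 5 SD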;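 note: positive B-score marks a calcium rise read as TRPC4 activation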
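Technique: kinetic Fluo4 calcium fluorescence; Test system: TRPC4beta and mu-opioid receptor HEK293 stable cells; Measure: B-scored integrated calcium fluorescence ratio; Benchmarks: low control buffer alone, high control maximal DAMGO; Schedule: 45 min room-temperature Fluo4 loading, 110 s read.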
* = called active by the depositor; i = inactive; / = not tested or not shown. This is a subset, so the mix of outcomes need not match the whole.

SMILES	MrgX1 allo act	TRPC6 inhibitor	MrgX1 antag	TRPC4 potent	TRPC6 act	PolyA inhibitor	MrgX1 agonist	HIF activator	TRPC4 inh	AI-2 QS modul	TRPC4 agonist
CCOC(=O)N1CCN(CC(=O)c2ccc3c(c2)CCN3C(C)=O)CC1	i	i	i	i	i	i	i	-0.3	i	16	i
CNC(=O)COC(=O)c1cc(F)c(F)cc1Cl	i	i	i	i	i	i	i	-0.5	i	1	i
Cc1ccc2nc(Cl)c(/C=N/Nc3nc(C)cc(C)n3)c(=O)n2c1	i	-8*	i	i	i	i	i	-0.8	i	76	i
COc1ccc(CNC(=O)c2cccnc2SC)cc1OC	i	i	i	i	i	i	i	0.5	i	20	i
COc1ccc(S(=O)(=O)NCC2CCCN(CC(C)(C)C)C2)cc1 (stereo unspecified)	i	i	i	i	i	i	i	-0.4	i	19	i
Cc1ccc(-c2cc(C(=O)NC3CCCC3)no2)cc1	i	i	i	i	i	i	i	3.1	i	13	i
Cc1ccc(NC(=O)CSc2nccn2Cc2ccccc2)cc1C	i	i	i	i	i	i	i	1.5	i	10	i
O=C(O)C(Cc1ccccc1)Nc1ccc([N+](=O)[O-])cc1[N+](=O)[O-] (stereo unspecified)	i	i	i	i	i	i	i	0.2	i	11	i
COc1ccc2c(-c3ccccc3)cc(SCC(=O)NC3CCS(=O)(=O)C3)nc2c1 (stereo unspecified)	i	i	i	i	i	i	i	0.3	i	3	i
O=C(NNc1nc2c(F)cccc2s1)c1ccccc1	i	i	i	i	i	i	i	2.3	i	22	i
C/C(CC(=O)Nc1ccc(N(C)C)cc1)=N\NC(=O)c1ccccc1O	i	i	i	i	i	i	i	0.0	i	28	i
CS(=O)(=O)Nc1ccc(Oc2ncccn2)cc1	i	i	i	i	i	i	i	1.1	i	18	i
CCSc1ccc2nnc(-c3ccc(F)cc3)n2n1	i	i	i	i	i	i	i	-0.4	i	18	i
CCN(CC)CCCNC(=O)c1sc2ncn(CC(=O)Nc3ccc(C)c(Cl)c3)c(=O)c2c1C	i	i	i	i	i	i	i	0.2	i	7	i
COC(=O)c1ccc(Nc2cc(C)nc3ccc(C)cc23)cc1	i	-7.2*	i	i	i	i	i	-3.6	i	4	i
COc1ccc(NC(=O)Cn2c(-c3ccc(OC)cc3)cn(-c3ccc(C)cc3)c2=O)cc1	i	i	i	i	i	i	i	0.5	i	14	i
CC(=O)N1c2ccc(S(=O)(=O)NCC3CCC(C(=O)NCc4ccc(C)o4)CC3)cc2CC1C (stereo unspecified)	i	i	i	i	i	i	i	-0.5	i	43	i
CC(=O)N1CCN(C(=O)COc2ccc3oc4c(c3c2)CCCC4)CC1	i	i	i	i	i	i	i	-0.4	i	0	i
CC(C)c1nnc(NC(=O)C2CCCO2)s1 (stereo unspecified)	i	i	i	i	i	i	i	-0.2	i	10	i
O=C(COc1ccccc1)N1CCN(c2ccc([N+](=O)[O-])c(N3CCCCC3)c2)CC1	i	i	i	i	i	i	i	-0.6	i	35	i
COC(=O)C1CCN(C(=O)COC(=O)C2CCN(S(=O)(=O)c3ccc4c(c3)OCCO4)CC2)CC1	i	i	i	i	i	i	i	0.1	i	7	i
O=C(Nc1ccccc1Cl)OC1CCCCC1	i	i	i	i	i	i	i	2.4	i	32	i
Nc1nnc(SCc2ccc(F)cc2)n1-c1ccccc1	i	i	i	i	i	i	i	0.0	i	22	i
COC(=O)/C(C#N)=C/c1c(N2CCN(c3ccccc3)CC2)nc2c(C)cccn2c1=O	/	i	/	i	i	i	/	3.2	i	10	i
Cc1ccc(NC(=S)c2ccc3ccccc3n2)c(C)c1	i	i	i	i	i	i	i	0.0	i	12	i
CCC(Sc1nc2cc(OC)c(OC)cc2c(=O)n1Cc1ccco1)C(=O)NCCOC (stereo unspecified)	i	i	i	i	i	i	i	-0.5	i	8	i
C=CCNC(=S)NNC(=O)c1ccc(=O)n(Cc2ccccc2)c1	i	i	i	i	i	i	i	0.1	i	16	i
COc1cc(OC)cc(C(=O)NNC(=S)NC(=O)c2cccnc2)c1	i	i	i	i	i	i	i	0.5	i	91	i
COc1ccccc1N1CCN(S(=O)(=O)c2c(C)[nH]c(C)c2C(=O)N2CCCC2)CC1	i	i	i	i	i	i	i	0.0	i	5	i
OCOCCCn1c(C2CCCN2c2nc(-c3ccc(F)cc3)cs2)nc2cc(Cl)c(N3CCCCC3)cc21 (stereo unspecified)	i	i	i	i	i	i	i	0.2	i	23	i
Cc1ccc(NC(=O)c2ccc3c(c2)C(=O)N(Cc2cccnc2)C3=O)c(C)c1	i	i	i	i	i	i	i	-0.4	i	27	i
Cc1ccc(NC(=O)c2ccc(OC(=O)CCN3C(=O)c4ccccc4C3=O)cc2)cc1	i	i	i	i	i	i	i	1.5	i	13	i
CCOC(=O)c1oc2nc(CC(C)C)c3c(c2c1N)CCCC3	i	i	i	i	i	i	i	0.2	i	3	i
CCOc1ccc(CCNC(=O)COC(=O)COc2ccc(C(=O)CC)cc2)cc1OCC	i	i	i	i	i	i	i	-0.3	i	3	i
CCN(CC)C(=O)c1ccc(COc2ccccc2Br)o1	i	i	i	i	i	i	i	0.9	i	32	i
CN(Cc1ccccc1)S(=O)(=O)c1ccc(Cl)c(C(=O)NCc2ccncc2)c1	i	i	i	i	i	i	i	-0.3	i	35	i
O=C(CCn1nnc2ccccc21)N1CCC(O)(c2cccc(F)c2)CC1	i	i	i	i	i	i	i	0.4	i	4	i
O=C(COc1ccccc1-c1ccccc1)N/N=C/c1cccc2ccccc12	i	i	i	i	i	i	i	1.5	i	0	i
O=C(NCCC1=CCCCC1)C1CCN(S(=O)(=O)c2cccc3cccnc23)CC1	i	i	i	i	i	i	i	/	i	34	i
COc1cc(NC(=O)COC(=O)CNC(=O)c2ccc(C)cc2)c(C)cc1[N+](=O)[O-]	i	i	i	i	i	i	i	0.0	i	-8	i
N#CCC(=O)Nc1ccc(C(=O)OCC(=O)NNC(=O)c2ccc(Cl)cc2)cc1	i	i	i	i	i	i	i	1.7	i	3	i
CCC(=O)Nc1sc(C(=O)Nc2ccccc2OC)c(C)c1C(=O)OC	i	i	i	i	i	i	i	-0.1	i	10	i
COc1ccc(/C=c2\sc3nc(-c4ccccc4)c(-c4ccccc4)n3c2=O)cc1OC	i	i	i	i	i	i	i	0.3	i	19	i
COc1cc(-c2cc(C(=O)N3CCN(c4ccccn4)CC3)c3ccccc3n2)cc(OC)c1OC	i	i	i	i	i	i	i	0.1	i	3	i
Cc1cc(NC(=O)COC(=O)C2CC(=O)N(c3ccc(C)c(Cl)c3)C2)no1 (stereo unspecified)	i	i	i	i	i	i	i	0.2	i	/	i
COc1ccc(NS(=O)(=O)c2ccc(N3CCOCC3)c(NC(=O)c3ccccc3Cl)c2)cc1	i	i	i	i	i	i	i	-0.3	i	32	i
COc1ccc(C(=O)C2CCCN(Cc3ccc(NC(C)=O)cc3)C2)cc1OC (stereo unspecified)	i	i	i	i	i	i	i	-0.5	i	16	i
Cc1cccc(NC(=O)c2ccc(COc3cccc4ccccc34)o2)n1	i	i	i	i	i	i	i	1.0	i	2	i
COCC(C)NC(=O)CSc1nnc(-c2cccc(S(=O)(=O)N3CCCCC3)c2)o1 (stereo unspecified)	i	i	i	i	i	i	i	-0.2	i	-2	i
CN1CCN(CCc2nc3cc(NC(=O)COc4ccc([N+](=O)[O-])cc4)ccc3n2C)CC1	i	i	i	i	i	i	i	0.3	i	12	i
COc1ccc(C2=NCN(c3ccc(C)cc3)C(=S)N2)cc1	i	i	i	i	i	i	i	2.5	i	4	i
Cn1c(=O)c2c(nc(NCCNC(=O)c3ccco3)n2Cc2ccc(F)cc2)n(C)c1=O	i	i	i	i	i	i	i	-0.3	i	12	i
O=C(c1cc(-c2ccc(Cl)cc2)on1)N1CCCCCC1	i	i	i	i	i	i	i	1.9	i	15	i
Cc1ccccc1OCCC(=O)Nc1ccc(F)c(Cl)c1	i	i	i	i	i	i	i	-0.4	i	-93*	i
CCOc1ccccc1NC(=O)Cn1nc(-c2ccco2)ccc1=O	i	i	i	i	i	i	i	-0.7	i	33	i
C=CCn1c(O)c(C(CC)=NCc2cccnc2)c(=O)[nH]c1=O	i	i	i	i	i	i	i	-0.1	i	22	i
CCCNC(=O)c1ccc(Cl)c(Cl)c1	i	i	i	i	i	i	i	-0.2	i	9	i
COCCn1c(SCC(=O)NCC2CCCO2)nc2c(c1=O)SC(C)C2 (stereo unspecified)	i	i	i	i	i	i	i	-0.3	i	13	i
Cc1cnccc1CN(C)Cc1cn(C)nc1-c1ccc(Oc2ccccc2)cc1	i	i	i	i	i	i	i	-0.3	i	-6	i
Cc1nc(S(=O)(=O)c2ccc(Cl)cc2)c(NCc2ccccc2)o1	i	i	i	i	i	i	i	0.0	i	3	i

Whole records, looked up by structure. Order of values: MrgX1 allo act	TRPC6 inhibitor	MrgX1 antag	TRPC4 potent	TRPC6 act	PolyA inhibitor	MrgX1 agonist	HIF activator	TRPC4 inh	AI-2 QS modul	TRPC4 agonist
`Cn1c(=O)c2c(nc(NCCNC(=O)c3ccco3)n2Cc2ccc(F)cc2)n(C)c1=O` is listed as i	i	i	i	i	i	i	-0.3	i	12	i
`Cc1cccc(NC(=O)c2ccc(COc3cccc4ccccc34)o2)n1` is listed as i	i	i	i	i	i	i	1.0	i	2	i
